Screening results as filed in PubChem.
Yeast superoxide – lowers age-related superoxide in aged yeast cells. superoxide response (% of plate mean), % at 10 µM. S. cerevisiae aged cells, superoxide DHE fluorescence; hits give low values. actives 0.18% (n = 330,000);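 active means superoxide response under a set limit, about three screen SD below normal, cut at about 65% in these data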;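 further: yeast aged for seven days with compound at 30 °C before DHE staining; 100% = average MFI of all compound-treated wells on the plate with controls excluded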
LAP4 TOR yeast – alters LAP4-GFP fluorescence in TOR pathway yeast screen; S. cerevisiae LAP4-GFP multiplex, flow cytometry GFP, 3 h; median GFP as percent of DMSO wells; actives 0.34% (n = 320,000); AID 2023; GFP response vs DMSO, % at 10 µM;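 active means GFP response vs DMSO above a set limit, about the screen mean plus 3 SD, cut at about 150% in these data; inconclusive means under 70 cell events counted for the yeast strain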
CIT2 TOR yeast – yeast TOR pathway CIT2-GFP modulation; GFP response vs DMSO, % at 10 µM; S. cerevisiae CIT2-GFP strain, flow cytometry, 3 h; 100 means same as DMSO wells; AID 2029; actives 0.065% (n = 320,000);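 active means GFP response relative to DMSO above a set limit, near the screen mean plus 3 SD, cut at about 150% in these data; inconclusive means Fewer than 70 cells measured for a yeast strain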;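 further: ratio of well median GFP fluorescence to mean of DMSO wells on the plate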
AHR activator – activators of human aryl hydrocarbon receptor; AHR-responsive luciferase reporter cells, luminescence; activation, % at 5 µM; P35869; AID 2796; actives 2.5% (n = 320,000); in the data active means activation above about 47%;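 further: 0% = vehicle wells and 100% = reference agonist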
Target sequence (P35869 whole entry, looked up): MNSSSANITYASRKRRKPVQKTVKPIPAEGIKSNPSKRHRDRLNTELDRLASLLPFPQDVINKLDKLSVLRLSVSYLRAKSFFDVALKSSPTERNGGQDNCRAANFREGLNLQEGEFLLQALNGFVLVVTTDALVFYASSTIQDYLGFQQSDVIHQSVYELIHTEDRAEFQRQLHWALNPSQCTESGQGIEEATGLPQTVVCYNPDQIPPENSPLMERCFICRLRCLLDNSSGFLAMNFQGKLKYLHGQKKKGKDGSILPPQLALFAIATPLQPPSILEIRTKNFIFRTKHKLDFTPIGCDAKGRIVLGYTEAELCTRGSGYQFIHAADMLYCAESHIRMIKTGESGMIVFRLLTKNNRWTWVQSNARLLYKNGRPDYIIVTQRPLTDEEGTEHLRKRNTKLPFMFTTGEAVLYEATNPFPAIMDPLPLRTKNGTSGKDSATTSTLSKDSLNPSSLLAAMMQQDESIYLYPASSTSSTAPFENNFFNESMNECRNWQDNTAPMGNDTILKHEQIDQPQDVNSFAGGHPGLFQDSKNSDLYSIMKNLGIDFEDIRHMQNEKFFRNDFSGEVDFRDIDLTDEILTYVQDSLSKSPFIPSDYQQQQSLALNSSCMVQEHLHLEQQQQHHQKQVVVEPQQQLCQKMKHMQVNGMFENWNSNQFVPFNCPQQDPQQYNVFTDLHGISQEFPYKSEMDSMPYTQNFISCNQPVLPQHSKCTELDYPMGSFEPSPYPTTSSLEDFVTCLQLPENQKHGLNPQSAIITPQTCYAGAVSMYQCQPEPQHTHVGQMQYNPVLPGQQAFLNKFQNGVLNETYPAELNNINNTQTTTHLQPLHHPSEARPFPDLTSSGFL
AGP1 TOR yeast – alters AGP1-GFP fluorescence in TOR pathway yeast screen; S. cerevisiae AGP1-GFP multiplex flow cytometry, 3 h; GFP as percent of DMSO wells; actives 0.02% (n = 320,000); GFP response vs DMSO, % at 10 µM;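 active means GFP response relative to DMSO above a set limit, near screen average plus 3 SD, cut at about 150% in these data; inconclusive means fewer than 70 cells counted for the yeast strain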;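 further: median GFP channel fluorescence of the gated AGP1 strain per well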
RPL19A TOR yeast – alters RPL19A-GFP fluorescence in TOR pathway yeast screen; S. cerevisiae RPL19A-GFP strain, flow cytometry, 3 h; hits give low values; percent response vs DMSO, % at 10 µM; actives 0.3% (n = 330,000);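 active means percent response vs DMSO below 50%; inconclusive means fewer than 70 events counted for the yeast strain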;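 further: median channel GFP fluorescence of the barcoded RPL19A-GFP strain; ratio of sample median GFP to plate DMSO average so 100% = DMSO; lower means less RPL19A-GFP as with rapamycin TOR inhibition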
Efflux pump inh – inhibitors of Candida antifungal efflux pumps expressed in yeast; S. cerevisiae Candida pump triplex, Nile Red efflux; actives 0.44% (n = 330,000); inhibition, % at 10 µM;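 active means plate passing quality check with inhibition over a set limit, or well fluorescence over plate mean plus 4 SD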;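 further: Nile Red retained in pooled yeast measured as flow cytometry median fluorescence; 0% = buffer negative control and 100% = Enniatin B positive control; higher means more Nile Red kept so more efflux inhibition; some compounds called inactive have numbers as strong as hits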
MEP2-GFP yeast – modulators of TOR pathway MEP2-GFP in S. cerevisiae | actives 0.51% (n = 330,000) | GFP response vs DMSO, % at 10 µM | S. cerevisiae MEP2-GFP strain, flow cytometry GFP, 3 h; 100% = DMSO control level | AID 2016;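 active means GFP response versus DMSO above a set limit, roughly screen mean plus 3 SD, cut at about 180% in these data; inconclusive means fewer than 70 cells counted for a yeast strain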;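 further: median GFP fluorescence of the barcode-gated MEP2-GFP cells per well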
An asterisk follows results filed as active; ? = inconclusive; . = no result given; [ ] = remark or other dose. Rows are unselected; about 3.9% have a hit in one of these screens.

SMILES	Yeast superoxide	LAP4 TOR yeast	CIT2 TOR yeast	AHR activator	AGP1 TOR yeast	RPL19A TOR yeast	Efflux pump inh	MEP2-GFP yeast
COc1cc2c(C#N)c(N3CCc4ccccc4C3)nc(N)c2c(N)n1	110	108	83	27	90	88	0.2	98
COc1cc(NC(=O)Cn2nc(-c3ccc(F)cc3)ccc2=O)ccc1-n1cnnn1	93	105	91	8	100	98	0.1	91
COc1ccc(OC)c(CNC(=O)CCCn2ccc3cc(S(=O)(=O)N4CCCC4)ccc32)c1	116	93	104	9	101	101	-0.5	107
Cc1c(C(=O)OCc2nc3ccsc3c(=O)[nH]2)oc2ccccc12	91	102	91	1	94	98	-0.1	99
OCCn1c(CSc2nc3ccccc3n2CCO)nc2ccccc21	95	96	104	9	106	101	-0.2	99
O=c1cc(N2CCCCC2)[nH]c(=O)n1C1CCCCC1	103	104	93	9	98	102	0.1	101
CC(NC(=O)C(=O)NN=C1CCCCCCC1)c1ccccc1 (configuration not stated)	106	95	94	1	98	98	0.0	99
O=C(CN1C(=O)NC2(CCCC2)C1=O)NCc1ccco1	88	95	98	-3	97	100	-0.1	94
O=C(O)CSc1ccc2ccccc2n1	100	104	104	11	103	101	0.0	98
CC(=O)OCC1=C(C(=O)O)N2C(=O)C(NC(=O)c3ccc(COc4cccc(Cl)c4Cl)o3)C2SC1 (configuration not stated)	88	116	85	3	81	92	0.1	106
COc1ccc(N2CCN(C(=O)c3ccc(N4C(=O)NC5CC4(C)Oc4ccccc45)cc3)CC2)cc1 (configuration not stated)	88	97	92	1	95	96	0.1	95
CC(C)(O)C(=O)NNC(=S)Nc1cccc(C(F)(F)F)c1	95	118	87	1	94	95	-0.1	105
NC(=O)c1cccc(S(=O)(=O)N2CCCCC2)c1	91	105	105	-1	109	98	0.3	106
Cc1cnc([N+](=O)[O-])n1CCOC(=O)NC(=O)c1ccc(C(F)(F)F)cc1	103	93	102	0	101	108	0.1	102
Cc1ccc(OCC(=O)N(Cc2ccc(N(C)C)cc2)C2CCS(=O)(=O)C2)cc1C (configuration not stated)	95	98	94	12	101	97	0.0	103
CC(=O)N(Cc1cccnc1)Cc1cc2ccc(C)cc2[nH]c1=O	97	99	103	5	105	98	-0.1	102
CC1(C)Cc2c(cnn2-c2ccc(F)cc2)C(NC(=O)c2ccco2)C1 (configuration not stated)	96	100	105	1	100	104	0.0	107
COc1ccc(CCN2CN(S(=O)(=O)c3ccccc3)c3nc4ccccc4nc32)cc1	111	94	89	-5	94	101	0.2	100
COCCCNCC(=O)Nc1ccc(OC(F)(F)F)cc1	101	106	102	-1	107	101	-0.1	113
CCOC(=O)C(NC(=O)c1ccc(OC)cc1)(N1CCCC1=O)C(F)(F)F (configuration not stated)	103	100	103	9	107	104	0.0	109
CCC(C)(C)c1ccc(OCC(=O)Nc2ccncc2)cc1	99	96	97	2	94	105	0.6	103
Cc1ccc(-n2c(C3CC3c3ccc(Cl)cc3)n[nH]c2=S)cc1 (configuration not stated)	95	105	108	3	105	102	-0.1	91
CCOC(=O)c1c(NC(=O)N/N=C/c2ccc(O)c(OC)c2)sc(C(C)=O)c1C	101	87	99	0	103	105	0.0	105
COc1ccc(CCNC(=S)N2CCN(S(=O)(=O)c3ccc(Cl)cc3)CC2)cc1	99	93	104	2	105	100	0.0	90

Exported with two lines to a compound: 2 of the compounds above.
Sequence of screens: Yeast superoxide, LAP4 TOR yeast, CIT2 TOR yeast, AHR activator, AGP1 TOR yeast, RPL19A TOR yeast, Efflux pump inh, MEP2-GFP yeast
- COc1ccc(OC)c(CNC(=O)CCCn2ccc3cc(S(=O)(=O)N4CCCC4)ccc32)c1
  116, 93, 104, 9, 101, 101, -0.5, 107
- Cc1c(C(=O)OCc2nc3ccsc3c(=O)[nH]2)oc2ccccc12
  91, 102, 91, 1, 94, 98, -0.1, 99

The list continues:
SMILES	Yeast superoxide	LAP4 TOR yeast	CIT2 TOR yeast	AHR activator	AGP1 TOR yeast	RPL19A TOR yeast	Efflux pump inh	MEP2-GFP yeast
O=C1CC(c2ccc(Cl)cc2)CC(O)=C1C=NCCN1CCNCC1 (configuration not stated)	99	100	107	1	100	100	-0.2	100
CSc1cccc(NC(=S)N2CCCN(Cc3ccc(F)cc3)C2)c1	111	106	93	5	100	96	0.1	93
Nc1cc(S(=O)(=O)Nc2cc(Cl)ccc2Cl)ccc1N1CCCC1	111	84	90	-1	98	93	0.1	98
CS(=O)(=O)Nc1ccc(C(=O)Nc2ccccc2C(=O)NCc2ccco2)cc1	106	101	103	4	101	98	3.9	106
CCOc1ccc(NC(=O)CC2C(=O)NCCN2C(=O)c2ccc(Cl)cc2)cc1 (configuration not stated)	101	106	105	3	105	101	0.0	104
O=c1c2cc(-c3ccccc3)sc2ncn1-n1cccc1	101	98	.	-3	100	101	-0.1	102
COc1ccc(-c2cc(CNC(=O)CN(C)Cc3ccccc3)on2)cc1	107	93	100	5	94	94	0.0	96
O=c1c(-c2nc3ccccc3s2)cccn1Cc1ccc(Cl)c(Cl)c1	92	100	88	2	93	94	0.1	92
Nc1cc([N+](=O)[O-])ccc1Nc1ccccc1	67	103	93	2	92	104	-0.1	92
Cc1c(NC(=O)NCc2ccccc2)c(=O)n(-c2ccccc2)n1C	84	96	105	-1	100	95	0.0	96
Cc1ccccc1OCCC(=O)OCC(=O)N1c2ccccc2NC(=O)C1(C)C	100	101	108	-3	108	101	0.0	109
CCCCNC(=O)c1cc(-c2ccc3c(c2)OCO3)on1	109	89	97	6	93	109	-0.1	107
O=C(N=Nc1c(O)[nH]c2ccccc12)c1ccco1	98	197*	108	34	152*	68	0.0	493*
O=C(Nc1ccc(Cl)c(Cl)c1)c1cccc(S(=O)(=O)NCc2cccnc2)c1	101	103	100	5	99	103	-0.1	116
CCCCOc1ccc(/C=C(\C#N)C(=O)NC2CC2)cc1	88	122	97	1	107	99	0.0	105
Cc1ccc2c(CN3CCC(C)CC3)cc(=O)oc2c1C	90	91	103	.	95	96	-0.5	97
CC[C@]12c3[nH]c4ccccc4c3CCN1C(=O)C(CC(=O)NCCCOC)C[C@@H]2C(=O)N1CCN(C(=O)C2CC2)CC1 (some centres not stated)	114	94	94	0	98	92	-0.3	92
COc1cccc(-c2c(C(=O)N/N=C/c3ccco3)nnn2-c2nonc2N)c1	112	95	104	3	104	102	0.5	101
CCOc1ccc(CN(C)C(=O)c2cccc(S(=O)(=O)N3CCCC3)c2)cc1OC	103	99	99	1	107	100	-0.1	99
CC(C)CN(C(=O)COC(=O)Cc1n[nH]c(=O)c2ccccc12)C1CCS(=O)(=O)C1 (configuration not stated)	89	103	95	0	105	99	0.0	104
O=C(O)c1ccc(Nc2nc(-c3cccnc3)cs2)cc1O	87	97	103	10	106	107	0.0	111
O=C(Cn1cc([N+](=O)[O-])ccc1=O)N1CCCc2ccccc21	88	106	107	2	108	103	0.0	97
Cc1nn(C)c(C(=O)Nc2cccc(Nc3ccccc3)c2)c1[N+](=O)[O-]	89	110	98	-4	99	99	-0.1	95
CCOC(=O)c1c(C)[nH]c(C(=O)COC(=O)/C=C/c2ccc3c(c2)OCO3)c1C	105	101	89	3	102	106	0.1	111

Some of the entries above, set out differently.
Below each SMILES – Yeast superoxide | LAP4 TOR yeast | CIT2 TOR yeast | AHR activator | AGP1 TOR yeast | RPL19A TOR yeast | Efflux pump inh | MEP2-GFP yeast
> Nc1cc(S(=O)(=O)Nc2cc(Cl)ccc2Cl)ccc1N1CCCC1
  111 | 84 | 90 | -1 | 98 | 93 | 0.1 | 98
> CCCCNC(=O)c1cc(-c2ccc3c(c2)OCO3)on1
  109 | 89 | 97 | 6 | 93 | 109 | -0.1 | 107
> CCOC(=O)c1c(NC(=O)N/N=C/c2ccc(O)c(OC)c2)sc(C(C)=O)c1C
  101 | 87 | 99 | 0 | 103 | 105 | 0.0 | 105
> COCCCNCC(=O)Nc1ccc(OC(F)(F)F)cc1
  101 | 106 | 102 | -1 | 107 | 101 | -0.1 | 113
> O=C(O)CSc1ccc2ccccc2n1
  100 | 104 | 104 | 11 | 103 | 101 | 0.0 | 98
> OCCn1c(CSc2nc3ccccc3n2CCO)nc2ccccc21
  95 | 96 | 104 | 9 | 106 | 101 | -0.2 | 99
> Cc1c(C(=O)OCc2nc3ccsc3c(=O)[nH]2)oc2ccccc12
  91 | 102 | 91 | 1 | 94 | 98 | -0.1 | 99

Later entries:
SMILES	Yeast superoxide	LAP4 TOR yeast	CIT2 TOR yeast	AHR activator	AGP1 TOR yeast	RPL19A TOR yeast	Efflux pump inh	MEP2-GFP yeast
COc1ccc(CN(C(=O)c2ccc(CN3CCOCC3)o2)C(C(=O)NCC2CCCO2)c2ccc(F)cc2)cc1 (configuration not stated)	92	100	108	0	106	105	0.1	107
COC(=O)c1ccc(C2C(Oc3ccccc3C)C(=O)N2CCc2ccc(OC)c(OC)c2)cc1 (configuration not stated)	102	100	104	2	109	100	-0.1	108
COc1ccc(CNC(=O)CN(C)S(=O)(=O)c2ccc3c(c2)c(=O)n(C)c(=O)n3C)cc1	89	95	106	0	105	101	-0.3	102
CCOC(=O)C1(Cc2ccc(OC)cc2)CCN(C(=O)c2ccc3[nH]ccc3c2)CC1	103	99	92	0	104	96	0.0	100
N#C/C(=C\Nc1ccccn1)S(=O)(=O)c1ccc(Cl)cc1	102	111	100	-1	109	102	0.1	101
Cc1c(NC(=O)COC(=O)C2(c3ccccc3F)CCCC2)c(=O)n(-c2ccccc2)n1C	81	85	105	2	100	102	-0.1	111
COc1ccc(NC(=O)c2ccccc2)cc1NS(=O)(=O)c1ccc(F)cc1	104	101	100	39	95	101	-0.3	109
Cc1ccc(CN2C(=O)C(=O)N(CC(N)=O)C2=O)cc1	110	98	107	1	102	103	-0.1	109
Cc1nnc(SCCn2c(N3CCN(C)CC3)nc3c2c(=O)[nH]c(=O)n3C)s1	97	95[may fluoresce violet]	?	-1	20[may fluoresce violet]	65[may fluoresce violet]	-0.1	184*[may fluoresce violet]
CCc1c(C)sc(NC(=S)N2CCN(C(=O)C3CCCO3)CC2)c1C(=O)OC (configuration not stated)	90	101	89	.	87	100	0.5	110
O=C1CCCN1CCC1CCN(C2CC(=O)N(c3ccc(F)cc3)C2=O)CC1 (configuration not stated)	86	101	106	0	103	97	0.2	105
CCC(C(=O)OCC(=O)Nc1c(C)n(C)n(-c2ccccc2)c1=O)c1ccccc1 (configuration not stated)	118	99	101	1	107	101	-0.1	103
O=C(NCCc1ccccc1)c1c(F)c(F)c(F)c(F)c1F	85	96	94	0	100	106	0.3	102
Cc1csc(NC(=O)CSc2nc(=O)n(CCCN(C)C)c3c2CCC3)n1	100	102	109	1	109	104	0.0	102
CC(C)(C)C(=O)NNC(=O)c1ccc(Oc2cc(Cl)cc(Cl)c2)o1	77	104	92	-2	97	94	0.0	86
CCc1nccn1C(=O)c1cnn2c(C(F)F)cc(-c3ccccc3)nc12	97	91	92	0	87	97	0.0	93
COC(=O)c1cc2n(n1)CCN(Cc1cccc(OC)c1)C2=O	89	92	96	0	103	105	0.0	104
COc1cccc(-c2ccc(C#N)c(SCC(=O)NCCc3ccccc3)n2)c1	103	104	105	6	102	103	0.2	106
